# High-throughput results deposited in PubChem by several laboratories.
# RPL19A TOR yeast – yeast TOR pathway RPL19A-GFP modulation | S. cerevisiae RPL19A-GFP strain, flow cytometry, 3 h; hits give low values | percent response vs DMSO, % at 10 µM | hit rate 0.3% among 330,000 | AID 2025;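 active means percent response vs DMSO below 50%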;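 further: median channel GFP fluorescence of the barcoded RPL19A-GFP strain; ratio of sample median GFP to plate DMSO average so 100% = DMSO; lower means less RPL19A-GFP as with rapamycin TOR inhibition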
# LAP4 TOR yeast – yeast TOR pathway LAP4-GFP modulation; S. cerevisiae LAP4-GFP multiplex, flow cytometry GFP, 3 h; median GFP as percent of DMSO wells; GFP response vs DMSO, % at 10 µM; hit rate 0.34% among 320,000; AID 2023;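 active means GFP response vs DMSO above a set limit, about the screen mean plus 3 SD, cut at about 150% in these data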
# MEP2-GFP yeast – modulators of TOR pathway MEP2-GFP in S. cerevisiae. S. cerevisiae MEP2-GFP strain, flow cytometry GFP, 3 h; 100% = DMSO control level. GFP response vs DMSO, % at 10 µM. hit rate 0.51% among 330,000. AID 2016;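 active means GFP response versus DMSO above a set limit, roughly screen mean plus 3 SD, cut at about 180% in these data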;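 further: median GFP fluorescence of the barcode-gated MEP2-GFP cells per well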
# proCasp3 act – activates human procaspase-3; P42574; recombinant procaspase-3 D3A, Ac-DEVD-pNA absorbance 405 nm; activation, % at 8.5 µM; hit rate 0.11% among 330,000; AID 463141;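 active means activation above the mean of all tested compounds plus 3 SD, cut at about 21% in these data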;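 further: 0% = DMSO alone and 100% = DMSO wells spiked with extra 5 µM PC-3 D3A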
# Target sequence (P42574 whole entry D9A/D28A/D175A): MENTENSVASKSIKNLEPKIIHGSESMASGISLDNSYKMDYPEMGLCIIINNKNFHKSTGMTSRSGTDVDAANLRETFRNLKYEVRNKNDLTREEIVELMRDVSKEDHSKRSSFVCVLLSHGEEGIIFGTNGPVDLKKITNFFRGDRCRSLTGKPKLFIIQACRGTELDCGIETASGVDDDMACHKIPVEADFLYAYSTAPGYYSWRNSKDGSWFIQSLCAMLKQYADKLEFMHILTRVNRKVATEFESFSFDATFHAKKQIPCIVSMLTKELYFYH
#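 Assay system – Procaspase-3 D3A mutant · Benchmarks – DMSO low control, extra-enzyme high control · Technique – 405 nm absorbance of p-nitroaniline, reads at 0 and 120 min · Doses – 8.5 µM nominal · Measure – % activation between DMSO and enzyme-spiked controls · Also added – Ac-DEVD-pNA chromogenic peptide substrate · Schedule – 1 h compound preincubation, 2 h substrate hydrolysis at 25 °C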
# proCasp7 act – activates human procaspase-7, counter-screen for procaspase-3 activators; hit rate 0.093% among 330,000; P55210; recombinant procaspase-7, Ac-DEVD-pNA absorbance 405 nm; D23A/D198A/D206A triple mutant, cannot self-cleave; scale: DMSO 0, 5 µM enzyme 100; activation, % at 8.5 µM;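 active means percent activation above the screen-wide mean plus 3 SD, cut at about 25% in these data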
# Target sequence (P55210 whole entry D23A/D198A/D206A): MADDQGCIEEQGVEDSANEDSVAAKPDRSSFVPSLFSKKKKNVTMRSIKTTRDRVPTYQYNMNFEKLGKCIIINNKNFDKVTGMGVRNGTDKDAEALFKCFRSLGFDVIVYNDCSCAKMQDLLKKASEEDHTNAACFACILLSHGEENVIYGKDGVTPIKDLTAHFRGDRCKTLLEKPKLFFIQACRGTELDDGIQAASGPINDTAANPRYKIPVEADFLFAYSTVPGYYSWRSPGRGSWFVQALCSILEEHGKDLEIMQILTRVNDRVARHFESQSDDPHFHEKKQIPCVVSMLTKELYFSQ
#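 Detection: p-Nitroaniline absorbance at 405 nm, read at 0 and 120 min; system: Uncleavable procaspase-7 mutant enzyme; evaluation: % activation from two-timepoint absorbance difference, scaled to controls; times: 1 h enzyme–compound preincubation and 2 h substrate reaction, both 25 °C; buffer or medium: Zinc-free HEPES pH 7.4 with 300 mM NaCl, 0.01% Triton X-100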
# CIT2-GFP yeast – yeast TOR pathway CIT2-GFP modulation | S. cerevisiae CIT2-GFP strain, flow cytometry, 3 h; 100 means same as DMSO wells | hit rate 0.065% among 320,000 | GFP response vs DMSO, % at 10 µM;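 active means GFP response relative to DMSO above a set limit, near the screen mean plus 3 SD, cut at about 150% in these data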;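 further: ratio of well median GFP fluorescence to mean of DMSO wells on the plate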
# AGP1 TOR yeast – modulators of TOR pathway AGP1-GFP in S. cerevisiae. S. cerevisiae AGP1-GFP multiplex flow cytometry, 3 h; GFP as percent of DMSO wells. GFP response vs DMSO, % at 10 µM. hit rate 0.02% among 320,000;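 active means GFP response relative to DMSO above a set limit, near screen average plus 3 SD, cut at about 150% in these data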;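 further: median GFP channel fluorescence of the gated AGP1 strain per well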
# AHR act – activates the human aryl hydrocarbon receptor | AID 2796 | AHR-responsive luciferase reporter cells, luminescence | activation, % at 5 µM | P35869 | hit rate 2.5% among 320,000; in the data active means activation above about 47%;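 further: 0% = vehicle wells and 100% = reference agonist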
# Numbers without * were called inactive; / = not tested or not shown.
1) CCOc1cc(N2CCOCC2)c(OCC)cc1NC(=O)COC(=O)[C@@H]1CCCN1S(=O)(=O)c1ccccc1F
2) Cc1cc(N)n2nc(C(F)(F)F)nc2n1
3) CCOC(=O)C(Cc1ccccc1)c1ccnc2nc(N)nn12 (configuration not stated)
4) CC1CCN(C(=S)Nc2ccc3nc4n(c(=O)c3c2)CCCCC4)CC1
5) O=S(=O)(Nc1ccc(S(=O)(=O)N2CCCC2)cc1)c1ccc(F)cc1
6) COc1cccc(CC2(CO)CCCN(CC3=Cc4cc(OC)ccc4OC3)C2)c1 (configuration not stated)
7) O=C(Nc1ccccc1Cl)c1ccc(=O)[nH]n1
8) O=C(c1ccc(Cl)c(S(=O)(=O)N2CCc3ccccc3C2)c1)N1CCN(c2ccccc2)CC1
9) O=C(CSc1nc2c(c(=O)n1-c1ccccc1)SCC2)N1CCOCC1
10) O=C1C2C3C=CC(C3=C(c3ccccc3)c3ccccc3)C2C(=O)N1CCO (configuration not stated)
screen / no.	1	2	3	4	5	6	7	8	9	10
RPL19A TOR yeast	97	105	108	101	102	100	104	101	100	93
LAP4 TOR yeast	100	97	91	101	97	107	96	103	100	98
MEP2-GFP yeast	90	104	101	106	98	109	104	107	102	110
proCasp3 act	1	-9	-8	-5	-5	-2	0	0	2	8
proCasp7 act	-4	-5	0	-2	-2	2	-1	6	-1	3
CIT2-GFP yeast	89	96	108	101	97	129	109	101	106	90
AGP1 TOR yeast	94	97	91	103	98	116	97	101	103	92
AHR act	3	25	0	2	-4	2	4	-1	-1	-1

11) C=CCN(CC=C)C(=S)Nc1cc(Cl)ccc1OC
12) COc1ccc(/C=C2/C(=O)ON=C2c2ccccc2)cc1OC
13) Nc1ccc(N=Nc2ccccc2)c2ccccc12
14) CCC1SC2=NC(C)=C(C(=O)OC)C(c3ccc(C(=O)OC)cc3)N2C1=O (configuration not stated)
15) CNC(=O)CSc1nnc(-c2cccc(S(=O)(=O)N3CCOCC3)c2)n1-c1ccc(F)cc1
16) CC(C(=O)Nc1ccccc1Oc1ccccc1)c1ccccc1 (configuration not stated)
17) COc1cccc(COC(=O)C2CC(=O)N(Cc3ccco3)C2)c1OC (configuration not stated)
18) CCN(CC)S(=O)(=O)c1ccc2c(c1)c(=O)c(C(=O)NCCCN(C)c1ccccc1)cn2C
19) CCCC(=O)Nc1cc(-c2nc3ncccc3o2)ccc1Cl
20) N#C/C(=C\c1ccccc1)C(=O)N(c1ccccn1)C1CCCCC1
screen / no.	11	12	13	14	15	16	17	18	19	20
RPL19A TOR yeast	99	89	98	101	101	97	101	101	103	99
LAP4 TOR yeast	100	171*	102	102	104	100	75	77	89	106
MEP2-GFP yeast	95	87	105	95	106	94	103	97	101	88
proCasp3 act	-4	5	-13	0	3	-3	-13	1	-3	3
proCasp7 act	-6	5	-2	-11	10	3	-16	5	-2	-5
CIT2-GFP yeast	88	83	108	103	103	89	80	95	100	76
AGP1 TOR yeast	95	80	105	107	106	123	79	108	96	88
AHR act	33	8	55*	0	1	-1	-1	-1	75*	-1

# Only CIT2-GFP yeast (4 entries from above):
no.	mol	CIT2-GFP yeast
17	COc1cccc(COC(=O)C2CC(=O)N(Cc3ccco3)C2)c1OC (configuration not stated)	80
18	CCN(CC)S(=O)(=O)c1ccc2c(c1)c(=O)c(C(=O)NCCCN(C)c1ccccc1)cn2C	95
19	CCCC(=O)Nc1cc(-c2nc3ncccc3o2)ccc1Cl	100
20	N#C/C(=C\c1ccccc1)C(=O)N(c1ccccn1)C1CCCCC1	76

# Other entries.
21) O=c1ccc(-c2ccccc2)nn1Cc1ccccc1F
22) Cc1cc(NC(=S)Nc2cccc3ccccc23)n[nH]1
23) CCc1ccc(S(=O)(=O)NCC(O)COc2ccc(OC)cc2)cc1 (configuration not stated)
24) Cc1ccc(-c2nn3c(C)nnc3s2)cc1NCc1c(F)cccc1Cl
25) Cc1ccc(-c2nc(N)sc2CC(=O)OCC(=O)N2C(C)CCCC2C)cc1 (configuration not stated)
26) Cc1ccc(C)c(NS(=O)(=O)c2cc(C(=O)Nc3ccccc3-c3ccccc3)ccc2Cl)c1
27) O=C(CSc1nc(=O)n(CCCN2CCOCC2)c2c1CCCC2)Nc1cccc([N+](=O)[O-])c1
28) Cc1cc(NC(=O)c2ccccc2C)no1
29) Cc1nc2c(cnn2-c2ccccc2Cl)c(=O)n1-c1ccc(C(C)C)cc1
30) O=C(/C=C/c1ccco1)c1ccc(NC(=O)C23CC4CC(CC(C4)C2)C3)cc1
screen / no.	21	22	23	24	25	26	27	28	29	30
RPL19A TOR yeast	101	95	107	97	115	100	97	97	96	96
LAP4 TOR yeast	102	94	/	102	103	102	103	93	100	97
MEP2-GFP yeast	102	97	111	101	119	98	92	95	93	86
proCasp3 act	/	-19	0	-20	-5	7	-9	9	1	-18
proCasp7 act	/	-22	0	3	-1	8	16	-6	-5	-35
CIT2-GFP yeast	98	96	/	91	112	103	97	90	93	76
AGP1 TOR yeast	99	96	/	90	110	102	102	97	95	78
AHR act	/	52*	1	1	0	1	-3	3	7	2

31) O=C(/C=C/c1ccccc1Cl)NCCCn1ccnc1
32) c1ccc(-c2c[nH]c3[n+]2CCCCC3)cc1
33) COc1ccc(CNC(=O)COC(=O)CO/N=C(\C)c2ccc3c(c2)OCO3)cc1
34) O=C1OCCN1c1c(-c2ccccc2)c(-c2cccs2)nc2c(-c3ccccc3)cccc12
35) Cc1ccc(S(=O)(=O)N2CCOCC2)cc1-c1n[nH]c(=S)n1-c1ccccc1
36) Fc1ccc(CNc2nc(-c3cccnc3)nc3ccccc23)cc1
37) O=C(Nc1ccc(F)cc1F)c1cc(-c2ccco2)nc2ccccc12
38) COC(=O)c1cc(C)nc(Sc2ccccc2N)n1
39) O=C(Cn1cnc2ccccc2c1=O)N1CCN(S(=O)(=O)c2ccc(F)cc2)CC1
40) Cc1cc(NC(=O)COC(=O)C2=NN(c3ccccc3)C(=O)CC2)c([N+](=O)[O-])cc1C
screen / no.	31	32	33	34	35	36	37	38	39	40
RPL19A TOR yeast	96	98	98	96	91	102	105	93	98	97
LAP4 TOR yeast	101	100	100	98	95	86	101	114	89	93
MEP2-GFP yeast	108	105	99	98	94	106	110	106	88	99
proCasp3 act	-1	0	-4	5	0	0	-4	-32	-1	-6
proCasp7 act	7	2	2	3	-10	-5	-4	-27	-4	7
CIT2-GFP yeast	100	110	94	102	79	99	100	93	99	93
AGP1 TOR yeast	98	102	103	97	93	97	100	111	97	97
AHR act	37	4	-3	1	-1	10	45	5	0	6

# Compound profiles (already shown). Order of screens: RPL19A TOR yeast	LAP4 TOR yeast	MEP2-GFP yeast	proCasp3 act	proCasp7 act	CIT2-GFP yeast	AGP1 TOR yeast	AHR act
# Entry for CC1CCN(C(=S)Nc2ccc3nc4n(c(=O)c3c2)CCCCC4)CC1 → 101	101	106	-5	-2	101	103	2
# Entry for O=C(Cn1cnc2ccccc2c1=O)N1CCN(S(=O)(=O)c2ccc(F)cc2)CC1 → 98	89	88	-1	-4	99	97	0
# Entry for O=C(c1ccc(Cl)c(S(=O)(=O)N2CCc3ccccc3C2)c1)N1CCN(c2ccccc2)CC1 → 101	103	107	0	6	101	101	-1

# Next compounds:
41) COCCn1c(C)cc(C(=O)COC(=O)c2ccc[nH]c2=O)c1C
42) CCN(C(=O)CSc1ncccc1C(=O)O)C1CCCCC1
43) CCc1ccc(OCC(=O)NCCN(C)C)c(Br)c1
44) O=C1Nc2cc(C(=O)NCCCN3CCCC3)ccc2S/C1=C/c1ccccc1F
45) COc1ccc([C@@H]2[C@@H]3C(=O)N(C(C)(C)C)C(=O)[C@@H]3[C@]3(CC(C)C)C(=O)N(c4cccc(F)c4)C(=O)N23)cc1
46) Cc1ccc(C2=NN(C)c3nc4ccccc4n3C2)cc1
47) COc1ccccc1C(=O)NCCN1CCN(C(=O)c2ccccc2OC)CC1
48) CCc1nnc(NS(=O)(=O)c2ccc(NC(=S)NC(=O)c3ccc(F)cc3)cc2)s1
49) Cc1ccc(S(=O)(=O)N2[C@@H](c3ccc(Br)cc3)C(C(=O)O)=CC[C@H]2c2ccc3c(c2)OCO3)cc1
50) CCOc1cccc(/C=C/C(=O)O)c1
screen / no.	41	42	43	44	45	46	47	48	49	50
RPL19A TOR yeast	101	95	98	102	104	91	96	104	100	100
LAP4 TOR yeast	88	85	106	97	105	105	94	95	108	102
MEP2-GFP yeast	96	106	107	109	96	90	100	97	98	96
proCasp3 act	-4	-1	4	-3	6	-9	2	-6	-1	-8
proCasp7 act	-8	4	9	4	0	-12	0	2	-3	6
CIT2-GFP yeast	96	91	105	115	87	92	107	106	89	97
AGP1 TOR yeast	94	89	100	102	92	83	99	102	99	90
AHR act	-2	-1	10	0	1	45	6	-3	-1	-1

51) O=C(CCS(=O)(=O)Cc1ccc(Cl)cc1)NCCc1ccccc1
52) CC1=NNC(=O)C1CCC(=O)N/N=C/c1ccco1 (configuration not stated)
53) Cc1ccc(S(=O)(=O)N2CCC(C(=O)NCc3cccnc3)CC2)cc1
54) CCc1cccc(C)c1NC(=O)COC(=O)CSCc1ccccc1
55) CCCC(=O)Nc1cc2c3c(c1)CC(=O)N3CCC2
56) Cc1cc(=O)n2nc(N3CCC(C(=O)NCC(C)c4ccccc4)CC3)sc2n1 (configuration not stated)
57) CCc1noc(C)c1C(=O)OC(C)C(=O)NCc1ccc(OC)cc1 (configuration not stated)
58) COc1ccc(C(CCNCc2ccc(OC)c(OC)c2)c2ccc(F)cc2)cc1 (configuration not stated)
59) C=CC[C@H](CC(=O)NCCO)C(=O)N[C@H](C)COC(=O)[C@@H](CC=C)Cc1ccc(F)cc1
60) COc1cccc(NC(=O)CN(c2ccccc2OC)S(=O)(=O)c2cccs2)c1
screen / no.	51	52	53	54	55	56	57	58	59	60
RPL19A TOR yeast	104	97	97	101	104	101	98	103	100	95
LAP4 TOR yeast	107	99	96	88	101	105	105	115	104	97
MEP2-GFP yeast	103	100	103	99	105	114	99	103	110	90
proCasp3 act	-8	-30	2	8	1	4	-4	7	9	-6
proCasp7 act	-5	6	6	1	-6	10	2	-1	1	1
CIT2-GFP yeast	117	99	99	107	107	103	104	107	105	94
AGP1 TOR yeast	109	97	103	101	105	105	103	112	101	94
AHR act	1	1	0	1	17	0	10	-2	-1	12

61) Cc1cc(C)c2c(N)c(C(=O)c3cccc(Cl)c3)sc2n1
62) CC(=O)c1cccc(CN2CCCC(C(=O)Nc3cccc(-n4cccn4)c3)C2)c1 (configuration not stated)
63) Cc1c(C#N)c(O)[nH]c(=O)c1N=Nc1ccc(Cl)c(C(=O)O)c1
64) COC(=O)c1ccc(N2CCCCC2)c(NC(=O)c2ccco2)c1
65) CCc1ccc(N(C(=O)c2csnn2)C(C(=O)NC2CCCC2)c2cccnc2)cc1 (configuration not stated)
screen / no.	61	62	63	64	65
RPL19A TOR yeast	106	107	105	101	105
LAP4 TOR yeast	96	99	89	130	99
MEP2-GFP yeast	82	107	108	115	102
proCasp3 act	-25	-3	9	3	6
proCasp7 act	-29	9	-8	3	2
CIT2-GFP yeast	100	99	109	79	105
AGP1 TOR yeast	100	104	102	86	100
AHR act	48*	21	1	0	2
